From PubChem
NPC1 prom act = qHTS Assay for NPC1 Promoter Activators. 2.4% of 320,000 active. Potency, µM (doses to about 9.22 µM), for the others: top-dose activation, usual class: activators. AID 485313, 2010. Huh7 NPC1 promoter luciferase reporter, 24 h;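 further: % of control where 0% means no effect; nearly all actives have a fitted effect of over 60% in size; reporter is driven by a mutant NPC1 promoter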
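Quantitative HTS used a cell-based reporter: Huh7 cells stably bearing the NPC1 promoter upstream of luciferase were treated with compounds for 24 h, and promoter activation was read as luminescence.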
uPA generation = qHTS for Inhibitors of Cell Surface uPA Generation. 0.31% of 330,000 active. Potency, µM (series often up to 38.3 µM), inactives show top-dose activity change, negative = inhibition, hits mostly inhibitors. cell surface uPA generation assay, qHTS. AID 540303, 2011; active means well fitted inhibition curve with a large enough effect; inconclusive means small, poorly fitted or top-dose-only effect; inactive means no such curve, though single readings can be large or run the other way; tested in mouse RAW 264.7 cells; further: on the % scale 0 is the no-effect control and ±100 the full control effect; nearly all actives have a fitted effect of over 55% in size
ELG1 genotox = qHTS screen for small molecules that induce genotoxicity in human embryonic kidney (HEK293T) cells expressing luciferase-tagged ELG1; HEK293T ELG1-luciferase reporter, luminescence, 16 h; Potency, µM (highest dose often 46 µM), inactives show top-dose activity change, positive = activation, hits mostly activators; 1.3% of 330,000 active; further: % of control where 0% means no effect; nearly all actives have a fitted effect of over 60% in size
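16 hr compound incubation (37 °C, 5% CO2) of HEK293T cells carrying luciferase-tagged ELG1; luciferase then measured by ONE-Glo luminescence after 30 min at RT.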
p53 reactivation = qHTS assay for re-activators of p53 using a Luc reporter | H1299 p53-A138V BP100-luciferase reporter, luminescence, 24 h | Potency, µM (series often up to 92.2 µM), for the others: at the highest dose activity change, positive = activation, actives largely listed as activators | 0.063% of 320,000 active | AID 504706, 2011; further: % of control where 0% means no effect; nearly all actives have a fitted effect of over 45% in size
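p53-null H1299 cells stably carrying temperature-sensitive p53-A138V and a BP100-luciferase reporter were pinned with compounds (4-point, 1:5 series) and held 24 hrs at 37 deg C. Luminescence was read 10 min after detection reagent.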
Rab9 promoter act = qHTS Assay for Rab9 Promoter Activators; 2.8% of 320,000 active; Potency, µM (doses to about 9.22 µM), for inactives: at the highest dose activation, negative = inhibition, hits mostly activators; AID 485297, 2010; Huh7 Rab9 promoter-luciferase reporter, luminescence, 24 h; further: % of control where 0% means no effect; nearly all actives have a fitted effect of over 60% in size
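Huh7 cells stably carrying a Rab9 promoter-luciferase reporter, 1500 cells per well in OP-MEM I with 10% FBS, treated with compound 24 hours at 37C. Luciferase activity read by luminescence after 10 minutes with Amplite reagent.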
FLuc modulator = qHTS profiling assay for firefly luciferase inhibitor/activator using purifed enzyme and Km concentrations of substrates (counterscreen for miR-21 project); Luciferin 4-monooxygenase (Photinus pyralis), P08659; purified FLuc, Km substrates, luminescence inhibition; Potency, µM (doses to about 57.5 µM), for inactives: at the highest dose activity change, negative = inhibition, most hits filed as inhibitors; 6.9% of 360,000 active; AID 588342, 2011;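 further: plate controls were vehicle for no effect and reference inhibitor for full effect; nearly all actives have a fitted effect of over 55% in size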
Target sequence (P08659 whole entry, looked up): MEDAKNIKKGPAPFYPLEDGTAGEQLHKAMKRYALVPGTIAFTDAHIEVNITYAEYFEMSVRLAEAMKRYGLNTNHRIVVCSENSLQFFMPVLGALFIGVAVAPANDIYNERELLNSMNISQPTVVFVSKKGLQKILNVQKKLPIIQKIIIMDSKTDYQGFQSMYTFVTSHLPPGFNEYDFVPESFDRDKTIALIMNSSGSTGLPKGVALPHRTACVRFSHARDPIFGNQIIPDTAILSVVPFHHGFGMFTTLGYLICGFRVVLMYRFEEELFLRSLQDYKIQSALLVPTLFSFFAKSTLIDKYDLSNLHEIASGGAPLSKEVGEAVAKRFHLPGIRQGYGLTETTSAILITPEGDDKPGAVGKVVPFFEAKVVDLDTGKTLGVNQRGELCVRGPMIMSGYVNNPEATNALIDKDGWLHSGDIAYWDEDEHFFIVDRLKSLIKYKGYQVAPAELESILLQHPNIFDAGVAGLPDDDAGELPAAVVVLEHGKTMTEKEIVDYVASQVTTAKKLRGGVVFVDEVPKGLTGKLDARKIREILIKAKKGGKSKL
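Purified P. pyralis luciferase, 10 nM final, with Km-level 10 uM D-luciferin and 10 uM ATP in 50 mM Tris acetate pH 7.5, 10 mM Mg acetate, 0.01% Tween-20, 0.05% BSA; 6-point qHTS titration about 60 µM downward; luminescence read.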
BRCA1 expr up = qHTS Assay to Identify Small Molecule Activators of BRCA1 Expression. MCF7-BRCA1-FFLuc reporter, luminescence, 48 h; response scale: scaled: vehicle 0%, 10 µM genistein 100%. AID 624202, 2012. Potency, µM (top dose mostly 46.1 µM), for inactives: at the top dose activation, usual class: activators. 1.1% of 380,000 active; further: nearly all actives have a fitted effect of over 80% in size; some results filed as inactive show a strong effect at the top dose
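MCF7 cells carrying a BRCA1-firefly luciferase reporter (2000 cells/well, phenol-red free MEM) were attached for 2 h at 37 °C, then given compounds for 48 h. Luminescence was read 15 min after luciferase reagent; activity normalized to genistein (10 microM) and DMSO.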
MBNL1-CUG inh = qHTS Assay for Inhibitors of MBNL1-poly(CUG) RNA binding | Muscleblind-like protein 1 (Homo sapiens), Q9NR56 | TR-FRET MBNL1-His/biotin-(CUG)12 binding, 665/545 ratio | Potency, µM (doses to about 57.5 µM), without a hit: at the highest dose activity change, negative = inhibition, actives largely listed as inhibitors | 0.036% of 280,000 active; active means well fitted inhibition curve with a large enough effect in the signal ratio, with a control signal flat, not every such curve was filed as active; inconclusive means small, poorly fitted or top-dose-only effect, or effect the other way, or a change in a side signal; inactive means no such curve, though single readings can be large or run the other way; the % refers to the signal ratio; further: on the % scale 0 is the no-effect control and ±100 the full control effect
Target sequence (Q9NR56 whole entry, looked up): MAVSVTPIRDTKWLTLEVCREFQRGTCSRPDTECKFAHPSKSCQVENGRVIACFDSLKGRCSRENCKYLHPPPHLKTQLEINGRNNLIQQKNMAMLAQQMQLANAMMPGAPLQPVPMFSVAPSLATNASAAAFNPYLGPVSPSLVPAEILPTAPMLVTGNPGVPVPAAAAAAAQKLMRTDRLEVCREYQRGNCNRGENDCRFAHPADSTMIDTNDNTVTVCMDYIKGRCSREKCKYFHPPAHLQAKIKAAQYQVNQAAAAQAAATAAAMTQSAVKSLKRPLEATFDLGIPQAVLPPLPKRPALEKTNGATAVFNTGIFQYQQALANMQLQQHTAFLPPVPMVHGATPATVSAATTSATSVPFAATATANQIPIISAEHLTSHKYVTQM
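Inhibition of protein-RNA binding appears as loss of TR-FRET between terbium anti-His antibody on MBNL1-His and streptavidin-XL665 on biotin-(CUG)12. Activity is normalized to buffer-only and uninhibited-complex controls.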
VP16 counter = VP16 counterscreen qHTS for inhibitors of ROR gamma transcriptional activity | Potency, µM (titrated, usually from 53.6 µM), without a hit: at the top dose activity, negative = inhibition, usual class: inhibitors | 3.5% of 310,000 active | Drosophila S2 Gal4-VP16 UAS-luciferase, luminescence, 20 h;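 further: Gal4-VP16 expression switched on by copper sulfate through the metallothionein promoter; on the % scale 0 is the no-effect control and ±100 the full control effect; nearly all actives have a fitted effect of over 50% in size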
RORg inh = qHTS for inhibitors of ROR gamma transcriptional activity; Nuclear receptor ROR-gamma (Mus musculus), P51450; Drosophila S2 Gal4-RORgamma UAS-luciferase reporter, 20 h; Potency, µM (titrated, usually from 53.6 µM), without a hit: at the highest dose activity change, negative = inhibition, hits mostly inhibitors; 5.4% of 310,000 active; AID 2551, 2010; further: on the % scale 0 is the no-effect control and ±100 the full control effect; nearly all actives have a fitted effect of over 60% in size
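Schneider cells (Drosophila), stable Gal4 DBD–ROR gamma + UAS-luc; 1 hr cmpd preincubation; Cu2+ induction 700 uM final; 20 hr ambient; luminescence.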
* marks the source's active call; other numbers are inactive results; ? = inconclusive; . = not tested or not shown; & = joins results of further samples; [ ] = remark or other dose. Unless noted, the call rests on the fitted dose curve; in most records, active means well fitted curve in the direction sought with a large enough effect; inconclusive means small, poorly fitted or top-dose-only effect, or another doubt; inactive means no such curve, though single readings can be large; an effect the other way counts as inactive or inconclusive. Potency means the concentration at half of the fitted maximal effect.

Results follow in this order: NPC1 prom act | uPA generation | ELG1 genotox | p53 reactivation | Rab9 promoter act | FLuc modulator | BRCA1 expr up | MBNL1-CUG inh | VP16 counter | RORg inh
Cc1cccc(OCc2nnc(SCC(=O)N3CCCCC3)o2)c1
 : 2% | 1% | -3% | -7% | -2% | 0% | -15% | 0% | -15% | 12%
NS(=O)(=O)c1ccc(CNC(=O)C2CCCCC2)cc1
 : -4% | . | -4% | 6% | 2% | 0% | 0% | -1% | . | 19%[0.365 µM]
CCCCNC1CCS(=O)(=O)C1 (stereo not drawn)
 : 3% | -2% | 0% | -5% | -4% | 0% | 8% | 10% | ? | 16%
O=C(NC1CC1)c1cc(-c2ccccn2)nc2ccccc12
 : 0% | 10% | 1% | 3% | -11% | 1% | -31% | 3% | 1% | 0%
Cn1nc(C(F)(F)F)c2cc(C(=O)Nc3ccc(C(F)(F)F)cc3)sc21
 : -4% | 3% | -19% | -6% | -5% | -1% | -82% | -4% | -2% | 13%
Cc1cc(C(=O)NCCCN2CCOCC2)n(-c2ccccc2)n1
 : -2% | 8% | -13% | -2% | 0% | 0% | 10% | 8% | 11% | -11%
CCN(CC)CC(=O)Nc1sc(C)c(C)c1C(=O)c1ccc(C)cc1
 : -4% | 9% | -9% | 2% | -5% | -5% | -34% | -7% | -7% | 11µM*
O=C(c1ccccc1F)N(Cc1cccnc1)Cc1cc2cc3c(cc2[nH]c1=O)OCCO3
 : 0% | -3% | -2% | 4% | 0% | -2% | -32% | -1% | 7% | 21%
O=C(O)c1coc2ccccc12
 : -5% | 2% | -7% | -6% | 4% | 2% | -12% | 6% | 0% | ?
Cc1ccc(CNc2ccc3c(c2)ncn3C(C)C)cc1
 : 2.2µM* | 2% | 9.2µM* | 18% | 2.8µM* | 6µM* | 5µM* | 5% | -7% | 5µM*
CCOC(=O)C1=C(C)Nc2ccccc2N=C1NC(=O)c1cccc(S(=O)(=O)N(C)C)c1
 : -2% | 5% | 1% | -4% | -9% | 3% | -8% | -3% | 9% | 9%
O=C(NCc1ccco1)C1CCCN(S(=O)(=O)c2ccccc2)C1 (stereo not drawn)
 : 0% | . | -1% | 0% | 1% | 2% | 1% | 13% | 0% | 30%
CCOC(=O)/C(=N\Nc1cc(C(F)(F)F)ccc1Cl)N(CC)CC
 : -3% | 6% | -2% | -1% | 2% | -1% | -1% | 0% | 1% | -25%
CCCC(C)NC(=O)CSc1nnc(-c2c[nH]c3ccccc23)o1 (stereo not drawn)
 : -3% | 2% | -3% | 0% | -3% | 1% | 7% | -3% | 0% | -6%
COC(=O)C1C2C=CC3(CN(c4cccc(C)c4)C(=O)C13)O2 (stereo not drawn)
 : -4% | 2% | 2% | -13% | -7% | 0% | -10% | 2% | -3% | -9%
Cc1ccc(-c2nc(CS(=O)CC(=O)NCc3ccc(F)cc3)c(C)o2)cc1 (stereo not drawn)
 : -4% | 12% | -4% | -1% | 3% | 2% | -12% | -1% | 2% | 11µM*
COc1ccc2cc(C(=O)N(C)Cc3ccccc3)[nH]c2c1
 : 14% | 3% | 4% | 5% | 25% | -5% | 39% | -9% | 4% | 28%
COC(=O)C(CC(=O)c1ccc(Br)cc1)n1cccn1 (stereo not drawn)
 : -2% | -3% | -8% | 7% | -1% | -1% | -9% | -4% | 0% | -35%
CCn1c(CNC(=O)c2ccc3c(c2)OCO3)nnc1SCC(=O)Nc1cc(C)ccc1OC
 : . | 1% | . | . | . | 1% | -20% | -4% | -7% | 42%
Cc1cccc(CC(=O)NC2CCS(=O)(=O)C2)c1 (stereo not drawn)
 : -2% | 6% | 7% | 5% | -1% | 9% | -14% | . | . | .
CC(C)c1ccc(C2(C)NC(=O)N(CC(=O)NC3(C#N)CCCC3)C2=O)cc1 (stereo not drawn)
 : 2% | 3% | 2% | -11% | 0% | 4% | -9% | . | . | .
CC1(c2ccc(Cl)cc2)NC(=O)N(CC(=O)Nc2ccc(F)cc2)C1=O (stereo not drawn)
 : -2% | 4% | -2% | -5% | -1% | 2% | -27% | -1% | -14% | 40%
COc1cc(CN2CC(=O)N(c3ccccc3Cl)C2=S)cc(OC)c1OC
 : -4% | -4% | -11% | 1% | -6% | -1% | -20% | -2% | ? | 24%
Cc1ccccc1N(CC(=O)NC1CCCC1)C(=O)c1oc(C(C)(C)C)cc1C
 : 5% | 15% | -26% | 9% | -2% | 9% | -40% | -7% | -21%[0.365 µM] | -40%
Cc1ccccc1C(=O)O/N=C/c1c(N2CCOCC2)n(C)c2ccccc12
 : -37%[inhibitor] | . | -2% | 1% | -68%[inhibitor] | ? | -51% | -4% | 2.8µM* | 1µM*
O=C(NCc1ccccc1)c1ccc(NC(=O)c2ccco2)cc1
 : 6% | 4% | 0% | 3% | 9% | 1% | 67% | -3% | -23% | 4%
CN(C(=O)CNC(=O)c1ccc(Br)o1)C1CCCCC1
 : 22% | -13% | 13% | . | 20% | -8% | 73% | -3% | . | .
Cc1ccc(NC(=O)C2CCCCC2C(=O)O)cc1C (stereo not drawn)
 : -5% | -2% | 1% | 0% | 1% | -13% | -3% | . | 3% | 36%
CC(C)c1nnc(SCC(=O)N2CCN(C(=O)c3ccco3)CC2)n1N
 : -5% | -1% | 1% | 0% | 0% | -1% | -14% | -8% | -3% | 1%
C/C(NC1CCCCC1)=C(/C#N)C(=O)NCCN1CCOCC1
 : 12% | 1% | 0% | -1% | -2% | 1% | 14% | -5% | 15% | 0%

5 records picked at random from the list so far:
Results follow in this order: NPC1 prom act | uPA generation | ELG1 genotox | p53 reactivation | Rab9 promoter act | FLuc modulator | BRCA1 expr up | MBNL1-CUG inh | VP16 counter | RORg inh
Cc1ccccc1N(CC(=O)NC1CCCC1)C(=O)c1oc(C(C)(C)C)cc1C
 : 5% | 15% | -26% | 9% | -2% | 9% | -40% | -7% | -21%[0.365 µM] | -40%
CN(C(=O)CNC(=O)c1ccc(Br)o1)C1CCCCC1
 : 22% | -13% | 13% | . | 20% | -8% | 73% | -3% | . | .
CCOC(=O)/C(=N\Nc1cc(C(F)(F)F)ccc1Cl)N(CC)CC
 : -3% | 6% | -2% | -1% | 2% | -1% | -1% | 0% | 1% | -25%
Cc1ccc(NC(=O)C2CCCCC2C(=O)O)cc1C (stereo not drawn)
 : -5% | -2% | 1% | 0% | 1% | -13% | -3% | . | 3% | 36%
CC(C)c1nnc(SCC(=O)N2CCN(C(=O)c3ccco3)CC2)n1N
 : -5% | -1% | 1% | 0% | 0% | -1% | -14% | -8% | -3% | 1%

Additional compounds
Results follow in this order: NPC1 prom act | uPA generation | ELG1 genotox | p53 reactivation | Rab9 promoter act | FLuc modulator | BRCA1 expr up | MBNL1-CUG inh | VP16 counter | RORg inh
Cc1ccc(N(C(=O)CNC(=O)c2ccco2)C(C(=O)NC2CCCC2)c2cccnc2)cc1F (stereo not drawn)
 : 1% | -9% | 8% | -3% | -6% | 0% | -6% | 0% | 0% | 0%
Cc1ccc2nc(SCC(=O)Nc3cc(C)on3)nc(=O)n2c1
 : 1% | 2% | 0% | 1% | 0% | -1% | -4% | . | . | .
CN(Cc1ccccc1)C(=O)CCS(=O)(=O)c1ccc2c(c1)oc(=O)n2C
 : 3% | 0% | 4% | -3% | -1% | 0%&-2% | 2% | -1% | 4% | 2%
COc1ccc([C@H]2CC(=O)C=C(c3ccc(Cl)c(Cl)c3)C2)cc1
 : 0% | 15% | 2% | ? | -2% | -4% | 0% | . | . | .
CCN(C[C@H]1N[C@@](C)(C(=O)OC)[C@H]2C(=O)N(Cc3ccccc3)C(=O)[C@@H]12)C(=O)Nc1ccc(C)cc1
 : . | 3% | -1% | -2% | . | . | 3% | . | . | .
O=C(Nc1ccccc1)Nc1snnc1C(=O)Nc1cccc(O)c1
 : 6% | 7% | -6% | ? | 7% | ? | -25% | . | ? | -9%
CC1=NNC(=O)C1CCC(=O)N/N=C/C(Br)=C/c1ccccc1 (stereo not drawn)
 : 3% | -1% | 9% | ? | 1% | -1% | -55% | 36%[activator] | ? | ?
COc1ccc2[nH]cc(C(=O)CN3CCN(C/C=C/c4ccccc4)CC3)c2c1
 : -17% | . | -7% | 2% | 3% | 3% | . | -11% | -4% | 0%
CN1C(C(=O)Nc2ccc(OC(F)(F)F)cc2)=CC(c2ccco2)=NS1(=O)=O
 : -5% | 4% | 0% | 23% | -3% | 1% | -1% | ? | 1% | 42%
Cc1cc(C(=O)Nn2c(C3CCCCC3)nc3ccccc3c2=O)ccc1[N+](=O)[O-]
 : -4% | 1% | -7% | 3% | -8% | 3% | -32% | 4% | -16% | ?
C=CCNC(=O)C1(S(=O)(=O)c2ccccc2)CC=CC1
 : -4% | 2% | 3% | 10% | 4% | -9% | 2% | -13% | 1% | 8%

Compounds were not picked by outcome; 13% or so of the library scored in one or more.
